# High-throughput results from PubChem.
# RGS4 inh: inhibitors of human regulator of G protein signaling 4; Potency, µM (highest dose often 114 µM), for inactives: at the highest dose activity change, negative = inhibition, hits mostly inhibitors; P49798; Transcreener GDP fluorescence polarization, RGS4-accelerated GTP hydrolysis; actives 0.039% (n = 390,000); AID 504845; further: on the % scale 0 is the no-effect control and ±100 the full control effect; nearly all actives have a fitted effect of over 75% in size; some results filed as inactive show a strong effect at the top dose
#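 MLSMR compounds (23 nl, pin-transferred) preincubated 10 min at room temperature with a 500nM (2x) first reagent, then RGS4 at 900nM (2x) plus Transcreener GDP mix added; fluorescence polarization (620/688 nm) read before and after 90 min at 30 °C.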
# HP1b binding inh: blocks HP1-beta chromodomain binding to methylated histone tails. P83916. AlphaScreen HP1-beta / biotin-H3K9me3 peptide binding. Potency, µM (series often up to 114 µM), for inactives: top-dose activity change, negative = inhibition, actives largely listed as inhibitors. actives 0.56% (n = 390,000). AID 540317; further: nearly all actives have a fitted effect of over 70% in size; inactives centre near 23
# Target sequence (P83916 whole entry, looked up): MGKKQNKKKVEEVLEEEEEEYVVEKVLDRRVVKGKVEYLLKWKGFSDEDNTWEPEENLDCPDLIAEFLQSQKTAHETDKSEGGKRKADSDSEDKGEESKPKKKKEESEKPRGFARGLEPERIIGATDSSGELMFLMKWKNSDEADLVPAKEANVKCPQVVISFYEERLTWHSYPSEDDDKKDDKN
#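 Compound inhibition of the preformed complex between 50 nM HP1-beta and 50 nM biotinylated H3K9me3 peptide was read by AlphaScreen. Buffer was PBS pH 7.4 with 0.01% Tween-20. Incubations ran 30 min at room temperature, with 10 ug/mL donor/acceptor beads.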
# JMJD2A Tudor inh: blocks the human JMJD2A Tudor domain. O75164. AlphaScreen JMJD2A-Tudor / H3K4me3 peptide binding. Potency, µM (top dose mostly 114 µM), inactives show top-dose activity change, negative = inhibition, actives largely listed as inhibitors. actives 4.4% (n = 390,000); further: on the % scale 0 is the no-effect control and ±100 the full control effect; nearly all actives have a fitted effect of over 50% in size
# PGK inhibitor: T. brucei PGK inhibition; Potency, µM (highest dose often 57.5 µM), for the others: at the highest dose activity change, negative = inhibition, usual class: inhibitors; actives 0.043% (n = 380,000); P07378; PGK/GAPDH coupled, Kinase-Glo luminescence, 60 min; AID 602233; further: on the % scale 0 is the no-effect control and ±100 the full control effect; nearly all actives have a fitted effect of over 60% in size
#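 Luminescent ATP detection (Kinase-Glo Plus) follows a 60-minute room-temperature incubation, with wells lacking PGK as controls. Buffer: 100 mM TEA (pH 7.6), 5 mM MgCl2, 0.01% Tween-20. Coupling enzyme GAPDH (100 nM final) supplies unstable 1,3-BPG in-well.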
# GLS inhibitor: inhibitors of human glutaminase (GLS); AID 624170; O94925; Potency, µM (series often up to 45.5 µM), for the others: top-dose activity change, negative = inhibition, usual class: inhibitors; GLS enzymatic activity, qHTS titration; actives 0.21% (n = 410,000); further: on the % scale 0 is the no-effect control and ±100 the full control effect
#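 Glutamate formation by hKGA was monitored fluorometrically using coupled glutamate oxidase, HRP and Amplex Red. Substrate was added as 1 mM L-glutamine solution; incubation was 30 min at RT after an initial read.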
# ERG Ets-DNA blk: ERG Ets/DNA interaction inhibition. AID 624246. Potency, µM (series often up to 76.9 µM), without a hit: at the top dose FP activity, negative = inhibition, hits mostly inhibitors. fluorescence polarization, His-ERG Ets domain / labelled DNA. actives 0.028% (n = 370,000); active means well fitted inhibition curve with a large enough effect in the polarisation, with a control signal flat; inconclusive means small, poorly fitted or top-dose-only effect, or effect the other way, or a change in a side signal; inactive means no such curve, though single readings can be large or run the other way; the % refers to the polarisation;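 further: polarization taken with two DNA probes labelled with fluorescein and Texas red; % of control where 0% means no effect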
#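 His-tagged ERG Ets domain (1 uM in the protein solution; 300mM KCl, 50mM Tris-HCl, 1mM EDTA, 1mM DTT, pH 7.5) received compound, then a probe mix of 5 nM fluorescein-DNA and 100nM Texas-615-DNA. Fluorescence polarization was read for both dyes.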
# TrxR1 inh: inhibitors of rat thioredoxin reductase 1. actives 1% (n = 390,000). Potency, µM (highest dose often 114 µM), for inactives: at the highest dose activity change, negative = inhibition, most hits filed as inhibitors. recombinant rTrxR1, NADPH fluorescence consumption, selenite substrate; further: on the % scale 0 is the no-effect control and ±100 the full control effect; nearly all actives have a fitted effect of over 65% in size
#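 Rat TrxR1 (90 nM in the dispensed reagent) was pre-reduced with 400 uM NADPH for 5 min at room temperature, then incubated with compound for 15 min. After 400 uM selenite was added, NADPH fluorescence (Ex 340/Em 450 nm) was followed for 8 min.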
# Pin1 inh: blocks the human prolyl isomerase Pin1; Potency, µM (top dose mostly 115 µM), without a hit: top-dose activity, negative = inhibition, hits mostly inhibitors; Q13526; AID 504891; actives 0.009% (n = 390,000); Pin1 FP peptide displacement, HiFluor488, 10 min; active means well fitted inhibition curve with a large enough effect in the polarisation, with a control signal flat, not every such curve was filed as active; inconclusive means small, poorly fitted or top-dose-only effect, or effect the other way, or a change in a side signal; inactive means no such curve, though single readings can be large or run the other way; the % refers to the polarisation; further: on the % scale 0 is the no-effect control and ±100 the full control effect
# Target sequence (Q13526 whole entry, looked up): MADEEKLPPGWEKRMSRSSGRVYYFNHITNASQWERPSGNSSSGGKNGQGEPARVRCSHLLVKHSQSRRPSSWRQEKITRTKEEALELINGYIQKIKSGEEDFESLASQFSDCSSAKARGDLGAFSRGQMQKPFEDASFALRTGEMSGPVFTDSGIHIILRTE
# 12-LOX inh: ALOX12 (human) lipoxygenase inhibition; purified 12hLO, xylenol orange hydroperoxide absorbance; Potency, µM (titrated, usually from 108 µM), for the others: top-dose activity change, negative = inhibition, most hits filed as inhibitors; P18054; AID 1671190; actives 1.1% (n = 580,000); further: on the % scale 0 is the no-effect control and ±100 the full control effect
# Target sequence (P18054 whole entry, looked up): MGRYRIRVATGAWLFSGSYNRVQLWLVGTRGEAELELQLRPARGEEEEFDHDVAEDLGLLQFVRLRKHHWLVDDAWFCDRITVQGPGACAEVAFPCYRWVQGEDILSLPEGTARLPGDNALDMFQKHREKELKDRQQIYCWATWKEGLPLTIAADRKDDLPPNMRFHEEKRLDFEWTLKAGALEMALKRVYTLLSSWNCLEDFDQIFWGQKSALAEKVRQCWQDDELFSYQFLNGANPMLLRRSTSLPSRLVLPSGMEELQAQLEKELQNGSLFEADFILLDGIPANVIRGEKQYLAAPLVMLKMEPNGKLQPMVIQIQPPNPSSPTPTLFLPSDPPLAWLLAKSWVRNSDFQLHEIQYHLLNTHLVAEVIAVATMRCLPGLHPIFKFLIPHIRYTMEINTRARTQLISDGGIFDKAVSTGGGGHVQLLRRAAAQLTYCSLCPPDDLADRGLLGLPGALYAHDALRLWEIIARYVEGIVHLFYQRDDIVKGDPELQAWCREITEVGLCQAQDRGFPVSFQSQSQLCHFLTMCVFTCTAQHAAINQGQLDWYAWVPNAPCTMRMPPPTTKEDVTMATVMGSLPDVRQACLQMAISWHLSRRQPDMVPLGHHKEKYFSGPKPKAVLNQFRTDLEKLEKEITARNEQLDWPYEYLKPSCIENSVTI
#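 Purified human 12hLO at 150 nM in 25 mM Hepes, 0.01% Triton X-100, pH 7.0, preincubated 15 min at room temperature with compound. Reaction started with 40 uM arachidonic acid, 30 min at room temperature. Hydroperoxide measured by Fe-xylenol orange, 573/405 nm absorbance ratio.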
# Active calls of the source: *; i = inactive; ? = inconclusive; / = no result given; [ ] = dose if it differs, or a comment. Unless noted, the call rests on the fitted dose curve; in most records, active means well fitted curve in the direction sought with a large enough effect; inconclusive means small, poorly fitted or top-dose-only effect, or another doubt; inactive means no such curve, though single readings can be large; an effect the other way counts as inactive or inconclusive. Potency means the concentration at half of the fitted maximal effect. Some of the compounds tested; the hit share may differ from the screen's.
RGS4 inh	HP1b binding inh	JMJD2A Tudor inh	PGK inhibitor	GLS inhibitor	ERG Ets-DNA blk	TrxR1 inh	Pin1 inh	12-LOX inh	mol
13%	27%	-12%	1%	3%	-4%	20%[57.1 µM]	6%	20%	Cc1ccccc1OCC(=O)Nc1ccc(N2CCN(C(=O)C(C)C)CC2)c(Cl)c1
-8%	11%	-2%	-6%	-3%	1%	10%	-12%	-8%	Cc1ccc(NC(=O)CNC(=O)C2CCCCC2)nc1
4%	17%	-6%	-3%	1%	-1%	13%	7%	-20%	CC(OC(=O)c1cccc(-n2cnnn2)c1)C(=O)Nc1ccccc1F (configuration not stated)
-11%	49%[activator]	0%	-2%	-7%	-3%	29%	0%	-12%	COc1ccc(CCNC(=O)CCN2C(=O)C(C)Oc3ccc(C)cc32)cc1OC (configuration not stated)
?	-16%	?	2%	-13%	-4%	9%[57.1 µM]	2%	-1%	COc1ccccc1NC(=O)COn1nnc2ccc(S(=O)(=O)N3CCOCC3)cc21
-22%	4%	?	-6%	-13%	-14%	?	0%	5%	O=C(CSc1nc(-c2ccc(F)cc2)cs1)NC(=O)NCc1ccco1
-16%	16%	-35%	-10%	9%	9%	9%	-6%	220%[activator]	Cc1ccc(Sc2ncccc2C(=O)NCc2cc([N+](=O)[O-])ccc2O)c(C)c1
11%	8%	-16%	-9%	14%	-6%	-6%	-1%	1%	COc1cc(C(=O)OCC(=O)Nc2c(F)c(F)c(F)c(F)c2F)cc(OC)c1OC
-1%	33%	-4%	-7%	6%	-3%	15%[57.1 µM]	3%	-8%	O=C(Cn1[nH]c(=O)c2ccccc2c1=O)OCC(=O)N1CCCc2ccccc21
-3%	41%[activator]	-9%	-1%	21%	4%	-2%	4%	0%	O=C(C1CCC(CNc2c(N3CCCCC3)c(=O)c2=O)CC1)N1CCN(c2ccccn2)CC1 (configuration not stated)
-11%	21%	-5%	i	2%	4%	15%	-5%	-17%	O=C(Cn1cnc2c(nnn2-c2cccc(Cl)c2)c1=O)N1CCCC1
16%	33%	-16%	-24%	5%	-5%	-9%	-2%	?	CCC(C)(C)NC(=S)Nc1ccccc1C
31%	33%	-4%	-1%	-10%	2%	31%	4%	-13%	CCOc1ccc(CCNC(=O)c2cc3c(s2)-c2c(C)cccc2OC3)cc1
14%	12%	-13%	i	-11%	-2%	7%	-9%	-13%	CCNC(=O)NC1(C(=O)N2CCC(Cc3ccccc3)CC2)CCCCC1
3%	-15%	-8%	/	-1%	0%	5%[57.1 µM]	0%	-27%	CCOc1ccc(NC(=O)N2CCN(c3nnc(C)c4c(C)n(-c5ccccc5)nc34)CC2)cc1
-15%	30%	-14%	4%	-2%	-5%	0%	-5%	?	COc1ccc(NC(=O)CN(C)C(=O)c2cccc(NS(=O)(=O)c3ccc(Br)cc3)c2)cc1
-7%	128%[activator]	24%	i	-8%	9%	31%	25%	-16%	COc1ccccc1NC(=O)c1sc2nc(C)c(C(=O)Nc3ccc(C)cc3C)c(-c3ccccc3Cl)c2c1N
27%	21%	-9%	1%	3%	14%	5%[57.1 µM]	-3%	4%[57.4 µM]	CCOCCn1c(CN2CCN(C)CC2)nc2c1c(=O)n(C)c(=O)n2C
-13%	4%	-11%	/	1%	2%	9%	30%[activator]	0%	CCCOc1ccc(CNC(=O)C(C)n2nc(C)n3c(cc4occc43)c2=O)cc1 (configuration not stated)
-17%	8%	-6%	6%	0%	-6%	8%	-3%	-4%	Cc1cc(C)cc(-n2cc(C(=O)O)c(=O)cc2C)c1
-2%	26%	-20%	4%	3%	-5%	14%	2%	7%	COc1cccc(CNC(=O)CN2C(=O)CCSc3ccc(S(=O)(=O)N4CCCC4)cc32)c1
-34%	19%	13%	-5%	2%	2%	0%	0%	487%[activator]	CCCCC(=O)NCCNC(=O)c1cc(OCC(F)(F)F)ccc1OCC(F)(F)F
6%	13%	-20%	2%	2%	-2%	2%[57.1 µM]	7%	-13%	COc1cccc(C(=O)c2sc(Nc3ccc(F)c(Cl)c3)nc2N)c1
-17%	29%	8%	-6%	3%	-6%	11%	2%	?	COc1ccc(N2CCN(S(=O)(=O)CCNS(=O)(=O)c3ccccc3)CC2)cc1
-6%	29%	-13%	-6%	0%	-3%	7%	4%	0%	CC(=O)N/C(=C\c1ccccc1)C(=O)OCc1ccccc1

# 2 entries from above, as tab-separated lines:
molecule	RGS4 inh	HP1b binding inh	JMJD2A Tudor inh	PGK inhibitor	GLS inhibitor	ERG Ets-DNA blk	TrxR1 inh	Pin1 inh	12-LOX inh
CCOCCn1c(CN2CCN(C)CC2)nc2c1c(=O)n(C)c(=O)n2C	27%	21%	-9%	1%	3%	14%	5%[57.1 µM]	-3%	4%[57.4 µM]
O=C(CSc1nc(-c2ccc(F)cc2)cs1)NC(=O)NCc1ccco1	-22%	4%	?	-6%	-13%	-14%	?	0%	5%

# Carrying on.
RGS4 inh	HP1b binding inh	JMJD2A Tudor inh	PGK inhibitor	GLS inhibitor	ERG Ets-DNA blk	TrxR1 inh	Pin1 inh	12-LOX inh	mol
-8%	17%	-32%	-7%	15%	1%	6%	-3%	3%	C/C(=N\Nc1nc(Nc2ccccc2)nc(N2CCOCC2)n1)c1cccs1
-32%	23%	-3%	3%	25%	2%	9%[57.1 µM]	0%	351%[activator]	COC(=O)C1=C(C)N(C)C(C)=C(C(=O)OC)C1c1ccccc1C
-6%	56%[activator]	1%	3%	-1%	-3%	14%[57.1 µM]	0%	0%	CCOC(=O)c1ccc(NC(=O)CCc2nc(-c3ccc(Cl)cc3)no2)cc1
-24%[56.9 µM]	73%[activator]	0%	3%	-8%	-10%	30%	0%	-9%	COc1cccc(CNC(=O)c2ccc(NC3=NC4CS(=O)(=O)CC4S3)cc2)c1 (configuration not stated)
-8%	14%	-19%	/	3%	6%	1%	-2%	-21%	Cc1ccc(C(=O)Nc2ccc(S(=O)(=O)Nc3onc(C)c3C)cc2)cc1
-2%	32%	-14%	-1%	7%	11%	14%	-6%	-21%	CCOC(=O)c1c(NC(=O)c2cc(=O)c3c(C)cc(C)cc3o2)sc2c1CCC2
?	?	10µM*	-19%	2%	2%	22%[57.1 µM]	-11%	?	CCOC(=O)c1ccc(N/N=C/c2cc(Br)cc([N+](=O)[O-])c2O)cc1
?	?	45µM*	i	10%	6%	-9%	7%	?	CN1CCN(c2ccc(S(=O)(=O)N3CCCCC3)cc2NC(=O)/C=C/c2ccc(Cl)c([N+](=O)[O-])c2)CC1
0%	29%	6%	2%	2%	-11%	7%	6%	-28%	COC(=O)c1ccc(NC(=O)CC2C(=O)N(c3cccc(OC)c3)C(=O)N2C(C)C)cc1 (configuration not stated)
-46%	-13%	?	-7%	2%	-3%	20%[57.1 µM]	5%	-2%	COc1cc(/C=N\NC(=O)OC(C)(C)C)ccc1OC(=O)c1ccco1
2%	51%[activator]	3%	-2%	4%	-11%	6%	0%	10%	CCc1ccc(CN(Cc2cn[nH]c2-c2ccc(OC)cc2)C(=O)Nc2cc(Cl)ccc2OC)cc1
1%	15%	-13%	-1%	2%	-1%	11%	-16%	-11%	Cc1ccc(S(=O)(=O)N(CC(=O)O)Cc2ccccc2)cc1
7%	39%	-12%	7%	0%	4%	14%[57.1 µM]	6%	0%	Cc1ccc(/C=N/NC(=O)c2nnn(-c3nonc3N)c2CSc2ccc(Cl)cc2)cc1
-22%	27%	0%	i	3%	3%	-4%	0%	-31%	Cc1cccc(NC(=O)CSc2ccc(C(N)=O)cc2[N+](=O)[O-])c1C
-14%	36%	-5%	6%	3%	-5%	11%	-7%	0%	O=C1CC2(CCCC2)CC(=O)N1c1ccccc1
-11%	22%	5%	3%	1%	-7%	7%[57.1 µM]	-5%	?	Cc1cc(C)n(-c2nc3ccccc3n3c(C)nnc23)n1
-13%[56.9 µM]	55%[activator]	-6%[57.1 µM]	-3%	20%	6%	0%	0%	13%	O=C(Cc1n[nH]c(=O)[nH]c1=O)N/N=C/c1cccc(O)c1
20%	55%	16%	-7%	1%	6%	4%[57.1 µM]	-13%	36%[activator]	CSc1nc(C)cc(C)c1C#N

# Records listed so far shown as hits in JMJD2A Tudor inh.
RGS4 inh	HP1b binding inh	JMJD2A Tudor inh	PGK inhibitor	GLS inhibitor	ERG Ets-DNA blk	TrxR1 inh	Pin1 inh	12-LOX inh	mol
?	?	10µM*	-19%	2%	2%	22%[57.1 µM]	-11%	?	CCOC(=O)c1ccc(N/N=C/c2cc(Br)cc([N+](=O)[O-])c2O)cc1
?	?	45µM*	i	10%	6%	-9%	7%	?	CN1CCN(c2ccc(S(=O)(=O)N3CCCCC3)cc2NC(=O)/C=C/c2ccc(Cl)c([N+](=O)[O-])c2)CC1

# Single values from above.
# COc1cccc(CNC(=O)c2ccc(NC3=NC4CS(=O)(=O)CC4S3)cc2)c1 (configuration not stated) in ERG Ets-DNA blk is listed with -10%
# Cc1ccc(/C=N/NC(=O)c2nnn(-c3nonc3N)c2CSc2ccc(Cl)cc2)cc1 in PGK inhibitor is listed with 7%
